Screens deposited in PubChem by ICCB-Longwood Screening Facility, Harvard Medical School.
Polio RdRp inh: poliovirus RNA polymerase inhibition; % elongation, % (compound at 16.7 µg/mL); AID 588519; 0.66% of 150,000 active; P03300; poliovirus polymerase elongation, fluorescence polarization; stronger effect = lower value; in the data active = % elongation below about 90%; also: some results filed as inactive read as strong as hits
Target sequence (P03300 1749-2209 limits assumed): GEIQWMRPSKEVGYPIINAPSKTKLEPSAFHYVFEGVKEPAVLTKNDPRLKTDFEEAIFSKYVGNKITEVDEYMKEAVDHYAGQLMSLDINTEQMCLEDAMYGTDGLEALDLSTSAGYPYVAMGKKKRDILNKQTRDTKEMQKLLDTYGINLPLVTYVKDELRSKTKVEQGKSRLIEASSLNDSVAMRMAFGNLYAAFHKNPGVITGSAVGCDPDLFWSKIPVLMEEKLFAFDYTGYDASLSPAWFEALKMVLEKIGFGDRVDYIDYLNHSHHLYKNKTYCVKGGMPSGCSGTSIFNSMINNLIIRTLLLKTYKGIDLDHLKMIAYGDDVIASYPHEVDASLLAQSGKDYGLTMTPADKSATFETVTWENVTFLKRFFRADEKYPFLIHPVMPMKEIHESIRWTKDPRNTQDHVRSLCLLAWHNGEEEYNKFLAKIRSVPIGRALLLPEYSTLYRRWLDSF
Polio RdRp inh FP z-score: recorded beside Polio RdRp inh, whose call it bears; z-score; measured here: FP z-score; hits read low
* hit, by the source's call; & = joins results of further samples.

SMILES	Polio RdRp inh	Polio RdRp inh FP z-score
CC(C)(C)NC(=O)c1ccccc1NC(=O)c1cccnc1	100.0	-0.8
Cn1nnnc1SCCCNCc1cc(Cl)ccc1OCc1ccc(F)cc1	107.0	0
COc1ccc(C(=O)Nc2ccc3oc(-c4cccnc4)nc3c2)cc1OC	105.0	0.4
O=C(Nc1cccc(C(F)(F)F)c1)c1ccc(F)cc1	105.0	0.5
CC(NC(=O)c1cc(-c2ccc3c(c2)OCO3)nc2ccccc12)C1CCCO1 (stereo not given)	100.0	-0.4
COc1ccccc1C(=O)Nc1ccc(CC#N)cc1	102.0	0
O=C(CSc1ccc2c(c1)OCCO2)NC(=O)NC1CCCC1	100.0	-0.4
Cc1cccn2c(=O)c3cc(C(=O)NC(C)c4ccccc4)c(=N)n(CCCO)c3nc12 (stereo not given)	107.0	0.8
Cc1onc(-c2c(Cl)cccc2Cl)c1C(=O)NC(=S)Nc1ccccc1	102.0	0
O=C(NCc1n[nH]c(=S)n1Cc1ccccc1)c1ccccc1	101.0	0.2
CCOC(=O)c1c(NC(=O)C(C)Sc2cn(CCNC(=O)c3ccccc3OC)c3ccccc23)sc2c1CCC2 (stereo not given)	101.0	-1
COc1ccc(N2CCN(C(=O)C(NS(=O)(=O)c3ccc4nc(C)sc4c3)C(C)C)CC2)cc1 (stereo not given)	98.0	-0.2
CCS(=O)(=O)N1CCc2cc(C(=O)Nc3cc(C(F)(F)F)ccc3Cl)ccc21	103.0	-1.1
Cc1ccccc1NC(=S)NCC(c1cccnc1)N(C)C (stereo not given)	100.0	-0.2
O=C1CN(C(=O)Cn2cnc3ccc(Cl)cc3c2=O)c2ccccc2N1	109.0	0.8
CC(=O)NN1C(=O)c2cccc3c(N(C)C)ccc(c23)C1=O	68.0	-5
COC(=O)c1c(NC(=O)/C(C#N)=C/c2ccc(OC)cc2)sc2c1CCC2	108.0	0.9
O=S(=O)(NCCC12CC3CC(CC(C3)C1)C2)c1cccc2nsnc12	101.0	-0.1
O=C(/C=C/c1ccccc1)N1CCN(Cc2ccccc2)CC1	102.0	0
COc1ccc(C)cc1NC(=O)Nc1nnc(N2CCCCC2)s1	104.0	-0.8
COc1ccc(NC(=O)C2CCCN(S(=O)(=O)c3ccc(F)cc3)C2)cc1 (stereo not given)	109.0	0.6
CCCc1ccc(OCC(O)CN2CC(C)OC(C)C2)cc1 (stereo not given)	96.0	-0.9
CC(C)C1NC(C(=O)O)Cc2c1[nH]c1ccccc21 (stereo not given)	111.0	0.8
CN1C(=O)N(C)C(=O)C(CCc2ccncc2)(CCc2ccncc2)C1=O	101.0	-0.1
Cc1cc2ccccc2nc1SCCN1CCOCC1	103.0	0.3
O=C(OCc1cn2ccccc2n1)c1ccc2c(c1)OCCO2	100.0	-0.3
COc1ccc2nc(Nc3ccccc3)sc2c1	100.0	-0.7
COc1ccc2c(c1)cc1n2CCN=C1N	89.0*	-1.6*
CC(=O)NC1C(OC2=CC3OC(=O)CC(C)=C3C=C2)OC(CO)C(O)C1O (stereo not given)	102.0	0.2
CC(C)c1ccc(NS(=O)(=O)c2ccc3[nH]cc(C(=O)NCC4CCCO4)c(=O)c3c2)cc1 (stereo not given)	113.0	1.1
COc1cc(OC)cc(-n2c(=O)[nH]c3cc(C(=O)NCCc4ccc(C)cc4)ccc3c2=O)c1	111.0	1.8
CCOC(=O)c1c(C)n(-c2ccccc2)c2ccc(OC(=O)c3ccccc3NC(=O)C(C)(C)C)cc12	104.0	0.2
CC(Oc1ccccc1)C(=O)N(Cc1nc(-c2ccccc2)no1)C(C)(C)C (stereo not given)	101.0	-0.4
COc1cc(NC(=O)CCNC(=O)Cn2ccc3ccccc3c2=O)cc(OC)c1OC	109.0	1.2
CCC(=O)OC(Cc1ccccc1)(c1ccccc1)C(C)CN(C)C (stereo not given)	100.0	-0.1
Cc1nc(Sc2nnc(C3CC3)o2)c2c(-c3ccccc3)csc2n1	99.0	-0.4
O=c1[nH]c(CCl)nc2ccccc12	98.0	-1.5
CC(C#N)Oc1ccc(-c2ccc(C#N)cc2)cc1 (stereo not given)	103.0	-0.1
COC(=O)C1=C(C)NC2=C(C(=O)CC(c3cccs3)C2)C1c1cccs1 (stereo not given)	101.0	-0.1
O=C(NCCN1C(=O)S/C(=C\c2ccccc2)C1=O)C1CCCC1	100.0	-0.3
Cc1ccc(NC(=O)N2CCC3(CC2)OCCO3)cc1Cl	101.0	-0.6
CCOC(=O)c1c(N2CCN(c3ccccc3)CC2)cc(C)nc1C	103.0	0.7
O=C(CC12CC3CC(CC(C3)C1)C2)N1CCN(c2ccc(F)cc2)CC1	102.0	0.2
CCC1CN(C(=O)N2CCC(C(=O)N3CCN(c4cc(C)ccc4C)CC3)CC2)c2ccccc2O1 (stereo not given)	110.0	0.6
CC[C@@H]1OC(=O)[C@H](C)[C@H](O[C@H]2C[C@@](C)(OC)[C@@H](O)[C@H](C)O2)[C@@H](C)[C@@H](O[C@@H]2O[C@H](C)C[C@H](N(C)C)[C@H]2O)C(C)(O)C[C@@H](C)[C@@H]2NC(COCCOC)OC([C@H]2C)[C@]1(C)O (stereo not given in full)	103.0	0.4
CCSc1nnc(NC(=O)C2CC2)s1	101.0	0.4
Cc1ccc(N2CCN(c3ccc(C)cc3)C23C(=O)c2ccccc2C3=O)cc1	101.0	0
NC(=O)C1CCCCN1CC(=O)N1N=C(c2ccc(Cl)cc2)CC1c1ccco1 (stereo not given)	100.0	-0.6
Cc1cccc(N2CCN(c3ccc4cc(S(=O)(=O)N5CCC(C)CC5)ccc4n3)CC2C)c1 (stereo not given)	100.0	-1.5
CC(C)C(=O)Nc1c(C(=O)N2CCN(c3ccccc3F)CC2)oc2ccccc12	103.0	-0.6
CC(=O)Nc1ccc(Nc2ncnc3c2c(-c2ccccc2)cn3-c2cccc(C)c2)cc1	102.0	0.2
Cc1cc(-c2ccc(C(C)C)c(S(=O)(=O)N3CCOc4ccccc43)c2)on1	102.0	0.5
CCc1cccc(NC(=O)C2CCC(CNS(=O)(=O)c3ccc4c(c3)CCCC(=O)N4)CC2)c1 (stereo not given)	107.0	0
Cc1ccc(C)c(NC(=O)C(OC(=O)c2ccco2)c2ccccc2)c1 (stereo not given)	103.0	0.3
N#Cc1ccc(OCC(=O)Nc2cc(C(F)(F)F)ccc2-n2cncn2)cc1	107.0	0.7
CCC(=O)n1nc(-c2cccnc2)nc1NCc1ccc(F)cc1	104.0	-0.6
COc1cccc(C2C3=C(CCCC3=O)NC3=C2C(=O)CCC3)c1	105.0	0.8
COc1cccc(CNC(=O)C2CCCN(C(=O)c3cnn(-c4ccc(F)cc4)c3-n3cccc3)C2)c1 (stereo not given)	102.0	-0.2
COCC(C)N=C1SCCN1Cc1ccccc1 (stereo not given)	98.0	-0.5
Cc1ccc(-n2c3c(cc(C(N)=O)c2=O)C(=O)CC(C)(C)C3)cc1	102.0	0.1

Given as labelled records: entries from further up.
SMILES: CC(C)C(=O)Nc1c(C(=O)N2CCN(c3ccccc3F)CC2)oc2ccccc12
  Polio RdRp inh = 103.0 | Polio RdRp inh FP z-score = -0.6

SMILES: CC(=O)Nc1ccc(Nc2ncnc3c2c(-c2ccccc2)cn3-c2cccc(C)c2)cc1
  Polio RdRp inh = 102.0 | Polio RdRp inh FP z-score = 0.2

SMILES: Cc1cc(-c2ccc(C(C)C)c(S(=O)(=O)N3CCOc4ccccc43)c2)on1
  Polio RdRp inh = 102.0 | Polio RdRp inh FP z-score = 0.5

SMILES: CCc1cccc(NC(=O)C2CCC(CNS(=O)(=O)c3ccc4c(c3)CCCC(=O)N4)CC2)c1 (stereo not given)
  Polio RdRp inh = 107.0 | Polio RdRp inh FP z-score = 0

Further structures.
SMILES	Polio RdRp inh	Polio RdRp inh FP z-score
CCC1=Nc2cc(C(=O)NCc3ccccc3Cl)ccc2Sc2ccc(C)cc21	107.0	0.1
COc1cc(OC)c(C(=O)NCC2CCCO2)cc1OC (stereo not given)	112.0	1.4
Nc1cnn(C2CCCO2)c(=O)n1 (stereo not given)	101.0	-0.2
CCN(CC)C(=O)c1sc2nc3c(cc2c1N)CCCCC3	102.0	0.1
N#Cc1cc(Cl)c(N2CCCCCC2)cc1C#N	105.0	0.7
COCCNC(=O)Cn1nc(-c2ccc(C)cc2)c2ccccc2c1=O	111.0	0
CC1(C)CC(=O)c2cc(OCC(=O)NCCCN3CCCC3)ccc2O1	104.0	0.6
COc1ccccc1NC(=O)c1oc2ccccc2c1NC(=O)c1ccc(S(=O)(=O)N(C)C)cc1	106.0	0.7
Cc1ccccc1Nc1nc(N)nc(CNCc2ccccc2)n1	102.0	-0.2
CCOC(=O)c1cnn(-c2ccc(Cl)cc2)c1C1CCNCC1	100.0	-0.3
Cc1c(CCO)sc[n+]1Cc1ccccc1	103.0	0.7
CCn1c(=O)cc(OCC(=O)N(C)c2ccc(OC)cc2)c2ccccc21	105.0	0
COC(=O)c1cc(-c2ccc(OCc3ccccc3)c(OC)c2)no1	100.0	-0.4
CCC1CCCCN1C(=O)c1cc2c(C)nn(-c3ccccc3)c2s1 (stereo not given)	100.0	-0.2
Cc1cccc(C(=O)OCC(=O)Nc2ccc3c(c2)OCCO3)c1C	107.0	0.7
CN1c2ccccc2N(C)C1c1ccc(O)cc1	83.0*	-3.9*
CN(C(=O)c1ccco1)C1CC(C)(C)N(O)C(C)(C)C1	97.0	-0.5
O=C1CCC(=O)N1c1ccccc1-c1ccccc1	102.0	-0.2
CCOC(=O)N1CCC(NC(=O)c2cnn(-c3ccc(OC)cc3)c2C2CCN(C(=O)OC(C)(C)C)CC2)CC1	107.0	0.3
C=CCNCc1ccc2c(c1)c1ccccc1n2CC	102.0	0
Cc1ccc(CCC(=O)Nc2ccccc2C(=O)O)o1	100.0	-1
CC(C)(C)c1ccc(Cn2c(=N)n(CC(=O)c3ccco3)c3ccccc32)cc1	104.0	0.5
O=[N+]([O-])c1cc(-c2nc(-c3ccccc3)no2)ccc1NC1CCCC1	107.0	-0.1
CCOC(=O)CCc1nc2sc3c(c2c(=O)[nH]1)CCCC3	101.0	0.1
COCCNC(=O)c1ccc(S(=O)(=O)N2CCCc3ccccc32)cc1	105.0	0.4
CC1CCCC(NCCNC(=O)c2ccco2)C1 (stereo not given)	103.0	-0.2
O=S(=O)(NCc1ccncc1)c1ccc(Br)cc1	99.0	-0.6
CC1=NN(c2ccccc2)C(=O)/C1=C\c1cn(C)c2ccccc12	99.0	-0.1
CC(=O)Nc1c2c(nn1-c1ccc(F)cc1)CSC2	101.0	0.2
O=C(Nc1nnc(-c2ccccc2)o1)NC1CCCCC1	104.0	0.3
Brc1ccc(-c2nnc3sc(CN4CCCCC4)cn23)cc1	105.0&101.0	-0.2&-0.1
CCN(CC)S(=O)(=O)c1ccc2c(c1)c(=O)c(C(=O)O)cn2C	102.0	0.2
Cc1ccc(S(=O)(=O)N2CCOCC2)cc1C(=O)NC(=S)Nn1cnnc1	97.0	-0.4
CCc1c(C)nc2nc(-c3ccccc3)nn2c1NCc1ccc(C)cc1	108.0	-1.2
CN(C)c1ncnc2c1ncn2C1OC(CO)C(O)C1O (stereo not given)	100.0	-0.6
CC1=C(C(=O)NCc2cccc(Br)c2)C2(CCCCC2)OC1=O	104.0	-0.3
CCn1c(SCC(=O)Nc2ccc3c(c2)OCCCO3)nc2cc(S(N)(=O)=O)ccc21	103.0	0
COc1cccc(C(=O)Nc2ccccc2-c2nc3ccccc3s2)c1	109.0	1.1
O=C(O)C1C2C=CC3(O2)C1C(=O)N1c2ccccc2COC13 (stereo not given)	102.0	1
CSCC(=O)Nc1ccc(-c2ccccc2)cc1	102.0	-0.3

Of the compounds above, these have a COOH group.
SMILES	Polio RdRp inh	Polio RdRp inh FP z-score
CC(C)C1NC(C(=O)O)Cc2c1[nH]c1ccccc21 (stereo not given)	111.0	0.8
Cc1ccc(CCC(=O)Nc2ccccc2C(=O)O)o1	100.0	-1
CCN(CC)S(=O)(=O)c1ccc2c(c1)c(=O)c(C(=O)O)cn2C	102.0	0.2
O=C(O)C1C2C=CC3(O2)C1C(=O)N1c2ccccc2COC13 (stereo not given)	102.0	1

Later entries
SMILES	Polio RdRp inh	Polio RdRp inh FP z-score
CCc1cc(C#N)c(O)cn1	102.0	0.1
CCOC(=O)c1sc(N)c(C#N)c1CSc1ccc2c(c1)OCCO2	103.0	-0.2
Cc1ccc2ncc(C(=O)c3ccc(C)c(C)c3)c(S(=O)(=O)c3ccccc3)c2c1	107.0	0.2
Cc1cc2c(=O)n(Cc3ccco3)c(SCc3nc4ccccc4[nH]3)nc2s1	101.0	-0.4
NCCN1CCCCC1	101.0	-0.1
CCOC(=O)c1cnc2c(ccc3ccccc32)c1NCc1ccco1	101.0	-0.2
O=c1[nH]c(NCCCN2CCOCC2)nnc1-c1ccccc1	101.0	0
COc1cccc(-c2nn(C)c3sc(C(=O)NCCc4ccc(Cl)cc4)cc23)c1	107.0	0.5
Cc1ccccc1-c1nc2ccccc2c(=O)n1C	103.0	0.3
CN(C)c1ccc(-c2nc3ccccn3c2Nc2ccc3c(c2)OCCO3)cc1	109.0	0.2
CCOc1ccc(Nc2nc3c(C)cccc3cc2C#N)cc1	110.0	0.7
CC(=O)c1cccc(N2C(=O)CN(S(C)(=O)=O)CC2(C)C(=O)NC2CCCC2)c1 (stereo not given)	113.0	1.5
Cc1cc(C)c2c(=O)[nH]sc2n1	102.0	0.2
COc1ccc(NC(=O)c2oc3ccc(S(=O)(=O)N4CCOCC4)cc3c2C)c(OC)c1	104.0	-1.7
Cc1onc(-c2ccccc2)c1CNC(=O)Nc1cccc(Cl)c1	104.0	0.7

2 entries drawn at random from the list so far:
SMILES	Polio RdRp inh	Polio RdRp inh FP z-score
Cc1onc(-c2ccccc2)c1CNC(=O)Nc1cccc(Cl)c1	104.0	0.7
COc1ccc(NC(=O)c2oc3ccc(S(=O)(=O)N4CCOCC4)cc3c2C)c(OC)c1	104.0	-1.7

Some of the entries so far, comma-delimited.
SMILES,Polio RdRp inh,Polio RdRp inh FP z-score
COc1ccc(NC(=O)c2oc3ccc(S(=O)(=O)N4CCOCC4)cc3c2C)c(OC)c1,104.0,-1.7
Cc1onc(-c2ccccc2)c1CNC(=O)Nc1cccc(Cl)c1,104.0,0.7

Some of the compounds tested; rates above refer to the full screens.
